From PubChem BioAssay
KCNQ2 block = KCNQ2 channel blockers in CHO-K1 cells – cell-based, FluxOR thallium flux, B-score, primary screen (AID 2156); 20 min; hits give low values; B-score at 10 µM; hit rate 1.1% among 310,000; O88943;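 active = fluorescence ratio B-score at most minus 3 library SDs, with starting brightness B-score within 2 library SDs, cut at about -5.5 in these data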
Target sequence (O88943 whole entry, looked up): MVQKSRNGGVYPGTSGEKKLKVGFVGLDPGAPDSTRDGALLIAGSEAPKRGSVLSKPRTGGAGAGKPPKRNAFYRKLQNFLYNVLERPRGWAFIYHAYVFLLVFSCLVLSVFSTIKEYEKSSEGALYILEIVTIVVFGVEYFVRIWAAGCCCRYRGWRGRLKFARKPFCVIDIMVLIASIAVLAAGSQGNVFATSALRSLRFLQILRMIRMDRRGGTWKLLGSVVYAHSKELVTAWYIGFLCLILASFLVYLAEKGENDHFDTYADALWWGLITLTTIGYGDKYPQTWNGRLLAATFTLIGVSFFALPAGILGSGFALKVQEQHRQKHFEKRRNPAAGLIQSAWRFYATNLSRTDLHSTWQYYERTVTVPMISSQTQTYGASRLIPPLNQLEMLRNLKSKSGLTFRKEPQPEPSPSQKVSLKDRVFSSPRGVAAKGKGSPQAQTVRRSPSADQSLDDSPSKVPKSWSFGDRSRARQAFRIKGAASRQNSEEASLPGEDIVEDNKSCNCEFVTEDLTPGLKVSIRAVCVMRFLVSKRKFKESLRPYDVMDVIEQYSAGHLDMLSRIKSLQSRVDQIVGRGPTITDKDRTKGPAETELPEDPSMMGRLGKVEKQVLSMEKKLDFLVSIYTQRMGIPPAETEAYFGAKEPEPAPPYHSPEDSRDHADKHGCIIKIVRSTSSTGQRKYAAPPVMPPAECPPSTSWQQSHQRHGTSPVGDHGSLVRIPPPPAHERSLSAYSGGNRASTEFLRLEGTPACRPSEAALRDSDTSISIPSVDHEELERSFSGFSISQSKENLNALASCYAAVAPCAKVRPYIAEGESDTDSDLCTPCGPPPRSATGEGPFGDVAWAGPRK
Kir21 block = blocks the mouse Kir2.1 inward-rectifier potassium channel | hit rate 0.85% among 310,000 | AID 1672 | HEK293-Kir2.1, FluxOR thallium flux fluorescence; hits give low values | B-score at 10 µM | P35561;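 active = fluorescence ratio B-score at or below minus 3 SD of library scores, with starting-brightness B-score within 2 SD, cut at about -4.2 in these data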;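 note: channel flux triggered by added potassium and thallium sulfate stimulus; B-score of peak minus minimum fluorescence over baseline after thallium stimulus; more negative B-score means stronger Kir2.1 block with less thallium influx; some compounds called inactive have numbers as strong as hits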
Starred values were filed as active, the others as inactive; i = inactive.

compound	KCNQ2 block	Kir21 block
COc1ccc(Oc2cccc(Cl)c2CNC(=O)c2ccccc2C(=O)O)cc1	i	3.97
Cc1ccc(Cl)cc1N1CCN(C(=O)C2CCN(c3nnc(-n4cccc4)s3)CC2)CC1	i	0.14
Nc1nonc1C(=O)NCCNc1ccc([N+](=O)[O-])cc1	i	0.03
OCCCN1CCN(CCOc2ccccc2-c2ccccc2)CC1	i	-1.53
COc1cc(/C=N/N=C(\N)c2nonc2N)ccc1O	i	2.07
CCc1nn2cc(C(=O)c3cc(Cl)ccc3O)cnc2c1-c1ccc(F)cc1	-5.56*	-0.43
O=C(CN1CCCc2ccccc21)N/N=C/c1ccc(O)cc1O	i	1.86
CC1CN(C(=O)CSc2nnc(NC(=O)NC(C)(C)C)s2)CC(C)O1 (stereo not given)	i	1.97
COC(=O)[C@@H]1C[C@@]2(O)[C@H](O)[C@H](O)[C@H](O)C[C@H]2N1Cc1cccc2ccccc12	i	0
CC(=O)c1ccc(C(=O)NC2CCCN(Cc3ccccc3F)C2)s1 (stereo not given)	i	1.2
CC1Cc2ccccc2N1C(=O)CN1C(=O)CN(C)C(=O)c2ccccc21 (stereo not given)	i	-1.56
CC(=O)NCCn1c(SCc2cc(=O)n3cc(Cl)ccc3n2)nc2ccccc2c1=O	i	0.35
Fc1ccc(N/N=C/c2ccncc2)c(F)c1	i	1.24
Cc1cc(C(=O)NNC(=O)Nc2ccc(Cl)cc2)no1	i	0.01
C=CCNC(=O)C1CC(=O)N(c2ccc(OCC(=O)N3CCCC3)cc2)C1 (stereo not given)	i	0.05
O=C1NC2(CCCCC2)C(=O)N1CC(=O)N(Cc1ccccc1)c1ccccc1	i	-0.05
O=[N+]([O-])c1cccc(C2CC(c3ccccc3)=NN2c2ccccc2)c1 (stereo not given)	i	1.52
COc1ccc(S(=O)(=O)NN=C2CCCC2)cc1	i	0.89
CC1CN(S(=O)(=O)c2cccc(-c3csc(-c4ccccc4)n3)c2)CC(C)O1 (stereo not given)	i	-0.38
O=C(Cc1cccs1)NNC(=S)NCc1ccc(Cl)cc1	i	-2.41
CN1CCN(S(=O)(=O)Cc2ccc(Cl)cc2)CC1	i	1.3
CCOC(=O)C1CCCN(C(=O)c2cc(Nc3ccc(OC)c(OC)c3)nc3ccccc23)C1 (stereo not given)	i	1.18
NC1=C([N+](=O)[O-])C(c2ccc(F)cc2)C2=C(CCCC2=O)O1 (stereo not given)	i	-0.07
Cc1ccc(S(=O)(=O)NCCCCCC(=O)Nc2cccc(C)c2)cc1	i	-0.76
O=Cc1c(NCc2ccco2)nc2ccccn2c1=O	i	0.51
Cc1cccc(N2CCN(C(=O)CCCn3c(=S)[nH]c4cc5c(cc4c3=O)OCO5)CC2)c1C	i	0.86
Cc1ccc(C)c(S(=O)(=O)N2CCN(C(=O)C(C)Sc3ccccc3)CC2)c1 (stereo not given)	i	-1.09
N=c1c(S(=O)(=O)c2ccccc2)cc2c(=O)n3ccccc3nc2n1CCCN1CCOCC1	i	-1.14
O=C(Nc1ccccc1N1CCCC1)c1ccc2c(c1)OCO2	i	0.95
Cc1ccc(-n2ncc3c(NCc4ccccc4)ncnc32)cc1	i	0.02
O=C(CSc1ccc([N+](=O)[O-])cn1)Nc1ccccc1N1CCOCC1	i	-4.58*
CCC(=O)N1N=C(c2ccccc2)CC1c1ccc([N+](=O)[O-])cc1 (stereo not given)	i	-2.06
CCC(C)Sc1nc2c(c(=O)[nH]c(=O)n2C)n1CCc1ccccc1 (stereo not given)	i	-1.68
CCN(CC)CCNC(=O)C1(O)c2cc(Br)ccc2NC(=O)N1c1c(F)cccc1F (stereo not given)	i	0.66
Cc1c(NC(=O)COC(=O)C2CC3C=CC2C3)c(=O)n(-c2ccccc2)n1C (stereo not given)	i	0.26
COc1cc2c(cc1OC)CN(CC(=O)Nc1ccccc1SC)CC2	i	-1.5
COc1ccc(NC(=O)N(CCCN(C)C)Cc2cc3cc(OC)ccc3[nH]c2=O)cc1	i	-0.84
CCCCCCC1CCC(c2nc(-c3ccncc3)no2)CC1 (stereo not given)	i	0.14
Cc1ccccc1SCC(=O)NCCCn1ccnc1	i	-0.69
Cc1ccc(S(=O)(=O)N2CCCCC2)cc1C(=O)N(C)CC(=O)Nc1ccc(Cl)c(C(F)(F)F)c1	i	-0.22
COc1cccc(-c2cc(C(=O)NC3CCCCC3)no2)c1	i	-1.12
COc1cccc(NC(=O)N(Cc2cc3cc(C)cc(C)c3[nH]c2=O)CC2COCCO2)c1 (stereo not given)	i	0.12
Nn1cnc2c([nH]c3ccccc32)c1=O	i	0
CCC1CCC(NC(=O)Nc2cccc(OC)c2)CC1 (stereo not given)	i	-0.93
O=c1oc2ccccc2c(O)c1C=Nc1cccnc1	i	0.88

Structures listed so far that bear a hit mark in KCNQ2 block.
compound	KCNQ2 block	Kir21 block
CCc1nn2cc(C(=O)c3cc(Cl)ccc3O)cnc2c1-c1ccc(F)cc1	-5.56*	-0.43

(further entries)
compound	KCNQ2 block	Kir21 block
COc1cccc(Nc2nnc(SCC3CCCCO3)s2)c1 (stereo not given)	i	1.3
O=C1COc2ccc(S(=O)(=O)N3CCN(c4cccc(Cl)c4)CC3)cc2N1	i	0.06
CNC(=S)N/N=C/c1ccc(C(C)C)cc1	i	0.73
CC(C)NS(=O)(=O)c1ccc(CCC(=O)N2CCc3ccccc3C2)cc1	i	-1.89
CCOC(=O)N1CCN(C(=O)CSc2ccc(-c3ccncc3)nn2)CC1	i	1.56
CN(C)c1ccc(C(=O)/C=C/c2ccco2)cc1	i	1.04
Cc1ccc(-n2c(C)cc(/C=N/NC(=O)c3ccncc3)c2C)c(C)c1	i	1.4
O=C(CCCc1cccs1)N1CCN(S(=O)(=O)c2ccccc2Br)CC1	i	-0.42
CC[n+]1c(/C=C2\Sc3ccccc3N2C)ccc2cccc(C)c21	i	-8.6
O=C(N/N=C/c1ccco1)c1ccc(N2CCCC2=O)cc1	i	-1
O=C(CN(Cc1ccco1)C(=O)c1cc(=O)[nH]c2ccccc12)Nc1ccccc1Br	i	-0.5
CC(=O)N1CCN(c2ccccc2NC(=O)c2ccc3ccccc3c2)CC1	i	-0.57
CC(C)(C)C(=O)NC(CC(=O)O)c1ccccc1 (stereo not given)	i	0.01
CCn1c(SCc2nc(-c3ccccc3)no2)nc2ccccc21	i	0.33
CCc1cc(C(=O)OC)c(NC(=O)CC2Nc3cc(C)c(C)cc3NC2=O)s1 (stereo not given)	i	-0.11
COc1cc(C(=O)Nc2cc(Cl)ccc2C)c(-n2cnnn2)cc1OC	i	-0.01
CCN(C(C)=O)c1ccc(Oc2nc(OC)cc(OC)n2)cc1	i	-0.11
Cc1cc(SCc2ccccc2)nc(=O)[nH]1	i	0.27
CC(=O)OCc1cc(-c2nn(C)c(=O)c3ccccc23)ccc1C	i	2.28
COC(=O)c1c(NC(=O)CSc2ncnc3[nH]ncc23)sc2c1CCC2	i	0.03
O=C(NC(=S)Nc1ccc(Cc2ccncc2)cc1)c1ccc(F)cc1	i	-1.11
COc1cccc(CN2CCN(Cc3cccn3-c3cccnc3)CC2CCO)c1 (stereo not given)	i	0.26
O=S(=O)(/N=C(/Nc1cccc2ccccc12)c1ccccc1)c1ccccc1	i	-1
Cc1ccc(C(=O)N2CCN(S(=O)(=O)c3ccc(C)cc3)CC2)cc1	i	-1.22
COc1ccc(-n2c(=O)c(CCC(=O)N(C)Cc3ccccc3C)nc3ccccc32)cc1	i	0.31
CCOc1ccc(C(=O)N2CCN(c3cccc(C)c3C)CC2)cc1	-5.81*	-0.8
CC(CN1CCCCC1)OC(=O)Cc1ccc(Cl)cc1 (stereo not given)	i	-0.26
Cc1ccc(NC(=O)C2C3C=CC4(O3)C2C(=O)N(CCCN2CCOCC2)C4C(=O)NC2CCCCC2)cc1Cl (stereo not given)	i	-2.81
Cc1ccc(OCCCC(=O)Nc2nnc(C3CCCO3)s2)c(C)c1 (stereo not given)	i	-0.83
Cc1ccc(S(=O)(=O)NCC(=O)OCC(=O)N2N=C(c3ccc(Cl)cc3)CC2c2ccco2)cc1C (stereo not given)	i	-1.04

Carrying on:
Fields – KCNQ2 block | Kir21 block
Cn1nc(C(=O)NCc2cccs2)c2ccccc2c1=O
    i | -1.11
O=C(Cc1ccc(Cl)cc1)Nc1cc(Cl)ccn1
    i | -0.01
COc1cc(OC)cc(C(=O)NNS(=O)(=O)c2ccc(F)cc2)c1
    i | 1.6
Cc1cc(-c2ccc(C(C)C)c(S(=O)(=O)N3CCC(C)CC3)c2)on1
    -8.44* | -0.02
Clc1ccc(OCc2nn3c(-c4ccco4)nnc3s2)cc1
    i | -0.96
CCN(CC)C(=O)N1CCc2ccccc21
    i | -1.32
CCn1c(/C=C/c2ccc([N+](=O)[O-])o2)nc2ccccc2c1=O
    i | 0
CSCCC(NS(=O)(=O)c1cccs1)C(=O)NCc1ccc(C)cc1 (stereo not given)
    i | -0.84
COc1ccc(/C=N/NC(=O)c2ccncc2)cc1COc1ccc(NC(C)=O)cc1
    i | -1.43
O=[N+]([O-])c1ccc(NC(=S)NCC(c2cccnc2)N2CCOCC2)cc1 (stereo not given)
    i | 1.84
CCc1nn(C(C)C(=O)NCc2cccc(Cl)c2)c(=O)c2cc3occc3n12 (stereo not given)
    i | -0.01
C=CCn1c(SCC(=O)NC2CCS(=O)(=O)C2)nc2sc(CC)cc2c1=O (stereo not given)
    i | 0.54
O=C(NCCS(=O)(=O)N1CCN(c2ccccc2)CC1)C1CC(=O)N(c2ccc(F)cc2)C1 (stereo not given)
    i | 0.77
NS(=O)(=O)c1ccc(-n2ncc3c(=O)[nH]c(SCC(=O)Nc4nccs4)nc32)cc1
    i | 0
O=C(OCc1ccccn1)c1ccc(COc2ccccc2Cl)o1
    i | 2.27
O=C(COC(=O)COc1ccccc1)Nc1ccccc1OC(F)F
    i | 1.49
CCN(Cc1ccccc1)C(c1ccccn1)c1nnnn1C1CCCCC1 (stereo not given)
    i | -2.12
Cc1nc2c(=O)oc3ccccc3c2n1-c1ccccc1
    i | -1.3
COc1ccc(C2CCCN2C(=O)Nc2ccccc2)cc1OC (stereo not given)
    i | -0.01
CCc1ccc(NC(=O)Cn2nnc(C(=O)NCc3cccs3)c2N)cc1
    i | -0.33
CN(C)CCN(C(=O)c1ccc2ccccc2c1)c1nc2ccc(Br)cc2s1
    i | 0.46
CCOC(=O)N1CCC(N2CCN(Cc3ccc(C)o3)C(CCO)C2)CC1 (stereo not given)
    i | -1
Cc1ccc(-c2nnc(SCC(=O)N/N=C/c3c(C)nn(-c4ccccc4)c3C)n2-c2ccccc2)cc1
    i | 0.6
CC1(C)c2[nH]c3ccccc3c2C[C@H]2C(=O)N(CCCO)CC(=O)N21
    i | 0.18
CCOC(=O)N1CCC(N(CCOC)C(=O)Nc2ccc(Cl)c(Cl)c2)CC1
    -9.41* | -1.01
Cc1ccn2c(=O)nc(SCC(=O)OCc3ccccc3)nc2c1
    i | 0.03
O=C(CN(CC1CCCO1)C(=O)CNS(=O)(=O)c1ccccc1)NCc1ccco1 (stereo not given)
    i | -0.85
CCN(CC(=O)NCc1ccc(F)cc1)C(=O)CN1CCN(c2ccc(OC)cc2)CC1
    i | 0.5
CC1CCCCC1NC(=O)C1CCN(S(=O)(=O)N2CCC3(CC2)OCCO3)CC1 (stereo not given)
    i | 0.82
CC1CCCN(C(=O)C2CC(=O)N(c3ccc(Cl)cc3)C2)C1 (stereo not given)
    i | 1.44
CCCCCCCn1c(NC(=O)CC)nc2ccccc21
    i | -0.73
O=C(CNC(=O)COc1ccccc1)NCc1cccnc1
    i | 0.48
CCCCN1C=CC(=C2N=c3cccc([N+](=O)[O-])c3=N2)C=C1
    i | 1.67
CC(C)Cn1c(O)c(N=NC(=O)c2cccc(S(=O)(=O)N3CCCCC3)c2)c2ccccc21
    -9.29* | -1.3
COc1ccc(CCNC(=O)C(=O)NCC2CCCO2)cc1 (stereo not given)
    i | -0.29
CCOc1c(Cl)cc(C(=O)Nc2ccccc2C(=O)O)cc1Cl
    i | 1.56
CN(C)S(=O)(=O)c1ccc2nnn(O)c2c1
    i | -0.02
COc1ccc(S(=O)(=O)c2c(O)c3ccc(C(=O)Nc4ccc(F)cc4)cc3[nH]c2=O)cc1
    i | -0.13
COc1ccccc1NS(=O)(=O)c1cc(NC(=O)c2ccco2)ccc1N1CCOCC1
    i | 1.34
Cc1ccc(C(=O)N/C(=C/c2ccco2)C(=O)N2CCC(C)CC2)cc1
    i | -1.28
CCCCCCC(=O)N(O)C1CC(=O)N(c2ccc(Cl)cc2)C1=O (stereo not given)
    i | 0.31
C#CCNC(=O)C1=C[C@H](C2CCCCC2)C[C@H](OCCCCO)O1
    i | 1.72
Cc1ccc(-n2nnnc2-c2ccco2)cc1
    i | 0.1

Compound profiles, from the list above. Order of screens: KCNQ2 block | Kir21 block
Record of `O=C(CNC(=O)COc1ccccc1)NCc1cccnc1` → i | 0.48
Record of `Cc1ccc(C(=O)N/C(=C/c2ccco2)C(=O)N2CCC(C)CC2)cc1` → i | -1.28
Record of `COc1ccc(S(=O)(=O)c2c(O)c3ccc(C(=O)Nc4ccc(F)cc4)cc3[nH]c2=O)cc1` → i | -0.13
Record of `COc1ccc(CCNC(=O)C(=O)NCC2CCCO2)cc1` (stereo not given) → i | -0.29
Record of `CCCCCCCn1c(NC(=O)CC)nc2ccccc21` → i | -0.73

Random draw from the library; overall some 1.9% were active at least once.
